Screening results as filed in PubChem.
PPC-1+TRAIL kill: kills PPC-1 cancer cells in the presence of TRAIL; PPC-1 cells + TRAIL, ATPLite viability luminescence; cell killing (% activity), % at 4 µM; actives 0.41% (n = 220,000);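 active = cell killing above 50% in the first pass at 4 µM, then a duplicate retest at 5 µM averaging 50% or more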;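 also: plate controls were cells with TRAIL plus DMSO for no effect and medium-only wells lacking cells for full effect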
Thrombin inh: blocks human thrombin protease activity; AID 1046; inhibition, % at 5 µM; alpha-thrombin, Boc-VPR-AMC fluorogenic substrate cleavage; actives 0.26% (n = 220,000); P00734;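 active = inhibition at or above 40%; inactive = inhibition below 40%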;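 also: 0% = enzyme with no compound and 100% = wells without enzyme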
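System: Human alpha-thrombin protein | Medium: pH 7.5 Tris (50 mM) with NaCl 150 mM, Tween 20 0.05% | Times: Enzyme reaction carried out at room temperature | Detection: AMC fluorescence, 355/460 nm | Evaluation: Percent inhibition scaled between no-compound controls and no-enzyme blanks | Benchmarks: Enzyme without compound as high, wells lacking enzyme as low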
TbHK1 inh: T. brucei hexokinase 1 inhibition; actives 0.11% (n = 220,000); inhibition, % at 10 µM; AID 1430; recombinant TbHK1, G6PDH-coupled NADH A340;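 active = inhibition of 50% or more in the single-dose primary screen; inactive = inhibition below 50%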
Calpain2 inh: calpain II (pig) inhibition | purified calpain II, fluorogenic peptide substrate, 30 min | inhibition, % at 16 µM | actives 0.37% (n = 220,000) | AID 1236;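 active = inhibition above about 50%, limit read from the data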
Furin inhibitor: blocks human furin protease activity. P09958. purified furin, fluorogenic substrate cleavage. inhibition, % at 30 µM. actives 0.061% (n = 220,000). AID 463115; in the data active = inhibition above about 25%; also: inactives centre near -15
EBV gp42 block: EBV gp42 inhibition; Fluorescence polarization binding assay, mP read-out; inhibition, % (tested at 21.74 µM); actives 0.42% (n = 220,000); in the data active = inhibition above about 50%
Target sequence (Q1HVG2 whole entry, looked up): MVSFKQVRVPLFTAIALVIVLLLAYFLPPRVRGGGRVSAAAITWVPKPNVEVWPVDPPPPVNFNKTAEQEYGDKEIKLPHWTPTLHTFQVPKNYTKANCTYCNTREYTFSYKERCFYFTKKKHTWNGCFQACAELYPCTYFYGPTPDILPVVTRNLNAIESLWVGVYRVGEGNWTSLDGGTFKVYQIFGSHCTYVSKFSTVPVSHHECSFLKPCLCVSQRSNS
TRPML3 ag: human mucolipin-3 channel agonism; Q8TDD5; HEK293 TRPML3-YFP, Fluo-8 calcium fluorescence; 100% = the carbachol control signal; activation, % at 3 µM; actives 0.29% (n = 220,000); AID 1448;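 active = activation above its plate's cutoff, the mean activation of the plate's test wells plus 3 SD, cut at about 12% in these data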;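 also: 0% = DMSO only wells and 100% = carbachol wells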
Target sequence (Q8TDD5 whole entry, looked up): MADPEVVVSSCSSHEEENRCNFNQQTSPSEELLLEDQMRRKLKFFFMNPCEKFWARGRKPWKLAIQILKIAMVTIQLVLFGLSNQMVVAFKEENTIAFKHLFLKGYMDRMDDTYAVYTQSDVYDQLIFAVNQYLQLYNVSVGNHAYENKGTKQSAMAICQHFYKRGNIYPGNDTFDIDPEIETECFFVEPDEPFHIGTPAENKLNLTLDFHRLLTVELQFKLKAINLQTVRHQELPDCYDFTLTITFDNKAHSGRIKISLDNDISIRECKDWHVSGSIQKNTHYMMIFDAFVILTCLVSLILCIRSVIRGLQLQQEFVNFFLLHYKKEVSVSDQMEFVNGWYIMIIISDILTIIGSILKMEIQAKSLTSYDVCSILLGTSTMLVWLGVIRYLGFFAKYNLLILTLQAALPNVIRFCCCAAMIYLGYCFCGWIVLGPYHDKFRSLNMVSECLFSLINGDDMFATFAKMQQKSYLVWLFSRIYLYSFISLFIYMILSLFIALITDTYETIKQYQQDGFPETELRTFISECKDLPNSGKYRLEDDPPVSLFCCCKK
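Test system: TRPML3-YFP stable HEK293 cells. Doses: single point at 3 µM. Incubation: dye loading 1 h 37 °C then 30 min ambient, 125 s read. Signal: Fluo-8 calcium dye fluorescence, ex 470-495, em 515-575 nm. Measure: percent activation from peak-to-basal fluorescence ratio, scaled between DMSO and carbachol.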
TRPN1 ag: agonists of zebrafish TRPN1 channel; HEK293 zebrafish TRPN1-YFP, Fluo-8 calcium fluorescence; 100% = response to 87 µM carbachol; activation, % at 3 µM; actives 0.18% (n = 220,000); AID 1424;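 active = activation above its plate's cutoff, the mean activation of test wells on that plate plus 3 SD, cut at about 19% in these data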;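 also: 0% = DMSO alone and 100% = 87 µM carbachol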
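Material – zebrafish TRPN1-YFP in HEK293 cells · Doses – 3 µM single point · Schedule – dye 1 h 37 °C plus 30 min RT · Signal – Fluo-8 calcium fluorescence, excitation 470-495 nm, emission 515-575 nm · Read-out – % activation versus carbachol response · Control set – carbachol high, DMSO low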
KCC2 mod: modulators of human KCC2 chloride dependent transport; B-score of Tl+ flux slope (higher = more flux/activation; lower = inhibition) at 10 µM; KCC2 cells, thallium flux FluoZin-2 fluorescence; Q9H2X9; actives 2.2% (n = 190,000);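 active = thallium flux slope and its plate-corrected score both differing from the plate sample mean at a set confidence after two filtering rounds, in either direction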;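 also: slope of fluorescence scaled to starting intensity during 10 to 20 s after thallium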
Active calls of the source: *; i = inactive; . = not tested or not shown; [ ] = another dose, or the depositor's remark.

Compound	PPC-1+TRAIL kill	Thrombin inh	TbHK1 inh	Calpain2 inh	Furin inhibitor	EBV gp42 block	TRPML3 ag	TRPN1 ag	KCC2 mod
COc1ccc(C(CCNCc2ccccc2)c2ccc(F)cc2)cc1 (centres undefined)	16.3	0.1	10.6	-4.9	-6.9	-26.8	0.5	1.9	0.0321
CCNC(=S)N1CCN(c2ccccc2OCC)CC1	5.4	0.7	-4.2	-7.0	-13.0	-13.2	-0.3	0.7	.
Cc1cccc(-n2nnc(C(=O)NC3CCCc4ccccc43)c2N)c1 (centres undefined)	-1.5	-8.9	0.9	49.1	-12.9	16.2	0.4	1.4	-0.0497
Cc1ncoc1C(=O)N1CCCC(C(=O)c2ccc(C(F)(F)F)cc2)C1 (centres undefined)	12.3	-0.6	-3.2	-32.1	-22.6	3.5	0.7	-0.7	1.1
Cc1cc(N)n(-c2ccc(C(=O)O)cc2)n1	-8.7	6.7	6.7	30.6	-7.5	-0.3	0.6	-0.3	-0.618
O=C(NC(Cc1c[nH]c2ccccc12)C(=O)O)c1ccccc1 (centres undefined)	14.1	1.1	9.8	-29.9	0.1	-1.8	-0.3	0.6	.
Cc1ccc(-c2csc(N3CCC(NS(=O)(=O)c4ccc5c(c4)OCCO5)CC3)n2)cc1	23.7	5.8	5.4	-13.0	-30.4	-22.6	0.4	0.0	0.206
COC(=O)CCc1c(C)[nH]c(=S)[nH]c1=O	-5.6	0.3	-9.3	8.8	-11.9	-0.4	0.5	-0.1	-0.23
CCCCCOC(=O)CSc1nc2c(c(=O)[nH]c(=O)n2C)n1Cc1ccc(Cl)cc1	-5.5	-4.7	-4.3	14.7	-9.9	-9.2	0.7	1.4	0.745
COc1ccc2c(c1)C(c1ccc([N+](=O)[O-])cc1)=NNC(c1ccco1)=N2	24.5	5.5	-23.8	19.9	-9.4[20 µM]	-5.8	0.5	-0.4	-0.225
O=C(CN1CCN(Cc2ccc(Cl)cc2)C1=O)NCc1cccs1	-11.9	6.7	3.1	3.6	-24.3	-6.0	0.3	-0.6	0.217
CCc1ccccc1NC(=O)c1nnn(CC(=O)Nc2ccccc2C)c1N	21.9	-4.5	32.7	18.9	-11.0	-29.8	0.3	1.3	0.381
Cc1ccc(C(=O)CSc2nnc(Cn3nnc4ccccc43)n2C)cc1	-2.0	-7.2	5.9	1.4	-20.5	-5.8	1.1	0.3	.
O=C(NCCCN1CCN(CCCNC(=O)c2ccc3c(c2)OCO3)CC1)c1ccc2c(c1)OCO2	13.2	-3.5	5.4	18.9	-25.8[20 µM]	-4.4	-0.4	-0.2	-0.748
COC(=O)CN(C(=S)Nc1ccc(F)cc1)C1CC(=O)N(c2ccc(OC)cc2)C1=O (centres undefined)	7.5	3.1	-1.1	-15.2	-23.8[20 µM]	-3.4	1.9	4.7	.
O=C(N1CCN(CCO)CC1)N1c2ccccc2CCc2ccccc21	7.0	-16.1	-2.5	-15.8	-8.8	-4.8	1.0	1.4	-0.141
COc1cc(NC(=S)NCCN2CCOCC2)cc(OC)c1OC	21.8	-14.3	-5.7	15.9	-17.6	-4.5	0.1	-1.0	0.925
O=C(OC1CCOC1=O)c1ccc(-c2nc3ccccc3s2)s1 (centres undefined)	28.2	-2.0	-13.0	-334.8	-17.1	-7.1	-1.0	0.3	-0.959
O=C(N/N=C/c1cc2c(cc1Br)OCO2)c1ccccn1	31.6	-2.2	-11.8	-5.0	-20.6	-6.8	0.1	0.8	-2.96
CCCNCc1cc(OCC)c(OCC(=O)Nc2ccccc2)cc1Br	11.0	3.1	5.5	22.2	-19.2	-9.1	0.7	-1.2	0.0254
CCOC(=O)C1CCC(CNCc2ccc(Cl)cc2)CC1 (centres undefined)	6.4	-6.4	13.8	3.4	-7.0	-8.4	-0.1	-0.9	0.741
O=C(CSc1nnc2c3ccccc3c3ccccc3c2n1)Nc1ccccc1	15.0	1.6	13.4	-222.8	-21.7[20 µM]	-15.6	0.2	1.7	0.579
CC1CCc2nn(CC(=O)N3CCN(C(=O)c4ccco4)CC3)cc2C1 (centres undefined)	.	-4.3	-4.5	-4.1	-23.7	9.0	0.4	-0.3	0.187
CC1CC(C)CN(CCCNC(=O)Cn2ncc3c(=O)oc4ccccc4c32)C1 (centres undefined)	8.3	2.7	-3.7	-37.8	-21.8	3.8	0.7	0.8	.
O=C1c2ccccc2C(=O)N1CCCCN(C(=O)c1cc([N+](=O)[O-])ccc1Cl)c1ccc(Cl)cc1	-6.7	1.4	16.3	28.2	-15.1	0.9	0.5	0.9	-0.0177
COc1cccc(N(CC(=O)Nc2cccnc2)S(C)(=O)=O)c1	17.3	.	-0.2	-25.9	-16.3	-0.7	1.0	0.8	-0.772
CCCCc1nnc(NC(=O)C(C)Sc2nc(N)cc(=O)[nH]2)s1 (centres undefined)	-8.4	0.6	-2.2	9.6	-9.7[20 µM]	2.0	0.1	-0.5	.
Cc1ccc(-n2ncc3c(NCC4CCCO4)ncnc32)c(C)c1 (centres undefined)	8.5	-3.1	0.7	-48.8	-15.7[20 µM]	-4.5	2.2	2.6	0.134
CCOc1cc(C(=O)NCCN2C(=O)S/C(=C\c3cccnc3)C2=O)cc(OCC)c1OCC	23.9	-4.7	-0.3	-29.7	-18.3	0.7	0.3	-2.8	0.0749
COC(=O)c1c(S(N)(=O)=O)c2ccccc2n1C	13.2	1.9	-5.0	-84.5	-30.7	-26.2	0.5	-0.4	0.91
O=C(O)CSc1nnc(CSc2nc3ccccc3s2)n1-c1ccccc1	4.0	-0.5	-1.8	-9.8	-30.6	-1.3	0.7	0.8	0.0191
CCOC(=O)c1cnn(-c2ccccn2)c1N	18.2	-3.2	1.8	0.7	-22.0	-14.8	-0.2	-0.5	-0.907
Cc1ccc(S(=O)(=O)Nc2cc(C(=O)O)ccc2N2CCCCC2)cc1	-9.8	0.2	5.1	12.5	-10.8[20 µM]	-2.8	-0.3	-1.6	.
COCCCNC(NC(=O)c1ccc(C)cc1)C(Cl)(Cl)Cl (centres undefined)	-7.2	8.2	-0.7	10.6	-23.9[20 µM]	-10.9	0.4	0.3	0.0322
CCCCC1(Cc2cccc([N+](=O)[O-])c2)C(=O)N(c2ccccc2)N(c2ccccc2)C1=O	9.6	3.9	5.7	-6.8	-14.1[20 µM]	1.2	0.6	1.1	.
COc1ccc(C2c3ccc(O)cc3Oc3ncn(CC(C)C)c(=N)c32)cc1 (centres undefined)	16.9	-4.9	-0.5	10.5	-5.4	-7.8	-0.5	1.5	0.0987
Nc1cc(=O)nc(SCc2ccccc2)n1Cc1ccco1	-25.5	-2.1	-7.4	-10.9	-13.4[20 µM]	-16.3	1.1	1.1	.
c1ccc(-n2nnnc2N2CCOCC2)cc1	-8.4	-5.6	-6.9	-10.9	-19.8	-11.1	1.5	1.0	.
CC12CC3CC(C)(C1)CC(C(=O)NCc1ccco1)(C3)C2	27.2	-7.2	-0.5	10.4	-27.9	-1.0	-0.3	-2.0	-0.0271
Oc1ccc(/C=N/Nc2ccc3ccccc3c2)c(O)c1	3.1	3.1	-19.3	-62.2	-22.8	-8.1	0.8	-0.7	0.0214
O=C(/C=C/c1ccc(N2CCOCC2)cc1)c1ccccc1	7.6	-5.3	-15.2	-28.4	-12.1	-45.3	10.1	16.8	-1.14
CC(C)(C)OC(=O)NC(Cc1ccccc1)C(=O)O (centres undefined)	17.0	2.0	-0.8	10.3	-3.1	-7.3	0.5	0.8	.
Cc1noc(NC(=O)c2ccccc2Cl)c1C#N	10.7	-5.2	-1.9	0.9	-19.3[20 µM]	-12.1	0.2	0.7	0.797
CCN1CCN(CC(=O)c2c[nH]c3ccccc23)CC1	3.6	3.4	-4.6	i	-18.5[20 µM]	-28.5	0.7	0.9	-0.797

10 compounds from above, ordered by heavy-atom count, lowest first.
Compound	PPC-1+TRAIL kill	Thrombin inh	TbHK1 inh	Calpain2 inh	Furin inhibitor	EBV gp42 block	TRPML3 ag	TRPN1 ag	KCC2 mod
CCOC(=O)c1cnn(-c2ccccn2)c1N	18.2	-3.2	1.8	0.7	-22.0	-14.8	-0.2	-0.5	-0.907
Cc1noc(NC(=O)c2ccccc2Cl)c1C#N	10.7	-5.2	-1.9	0.9	-19.3[20 µM]	-12.1	0.2	0.7	0.797
CC(C)(C)OC(=O)NC(Cc1ccccc1)C(=O)O (centres undefined)	17.0	2.0	-0.8	10.3	-3.1	-7.3	0.5	0.8	.
CCN1CCN(CC(=O)c2c[nH]c3ccccc23)CC1	3.6	3.4	-4.6	i	-18.5[20 µM]	-28.5	0.7	0.9	-0.797
COCCCNC(NC(=O)c1ccc(C)cc1)C(Cl)(Cl)Cl (centres undefined)	-7.2	8.2	-0.7	10.6	-23.9[20 µM]	-10.9	0.4	0.3	0.0322
Nc1cc(=O)nc(SCc2ccccc2)n1Cc1ccco1	-25.5	-2.1	-7.4	-10.9	-13.4[20 µM]	-16.3	1.1	1.1	.
Cc1ccc(S(=O)(=O)Nc2cc(C(=O)O)ccc2N2CCCCC2)cc1	-9.8	0.2	5.1	12.5	-10.8[20 µM]	-2.8	-0.3	-1.6	.
O=C(O)CSc1nnc(CSc2nc3ccccc3s2)n1-c1ccccc1	4.0	-0.5	-1.8	-9.8	-30.6	-1.3	0.7	0.8	0.0191
COc1ccc(C2c3ccc(O)cc3Oc3ncn(CC(C)C)c(=N)c32)cc1 (centres undefined)	16.9	-4.9	-0.5	10.5	-5.4	-7.8	-0.5	1.5	0.0987
CCCCC1(Cc2cccc([N+](=O)[O-])c2)C(=O)N(c2ccccc2)N(c2ccccc2)C1=O	9.6	3.9	5.7	-6.8	-14.1[20 µM]	1.2	0.6	1.1	.
